Compound activity deposited in PubChem by several laboratories.
KCNK3 inh: human KCNK3 channel inhibitors, primary screen, CHO cells, FluxOR thallium flux, B-score. FluxOR fluorescence; stronger effect = lower value. B-score at 10 µM. hit rate 0.84% among 340,000;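 active means B-score under library mean minus 4 SD, starting fluorescence ratio at most library mean plus 5 SD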;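 further: more negative B-score means stronger inhibition of thallium flux through KCNK3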
DYRK1A inh: rat Dyrk1A kinase inhibitors, primary screen, biochemical, single point, plate reader; inhibition, % at 12.5 µM; Dual specificity tyrosine-phosphorylation-regulated kinase 1A (Rattus norvegicus), Q63470; ADP-Glo luminescence, NFATc1 peptide; hit rate 0.43% among 310,000; AID 504441, 2011; in the data active means inhibition above about 50%;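 further: plate controls were vehicle with enzyme for no effect and no enzyme for full effect; many of its hits are not listed in these tables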
TRPC4 act: activators of mouse TRPC4 channel, primary screen, Fluo4 calcium, HEK293 TRPC4beta/mu-opioid cells; Fluo4 calcium fluorescence; stronger effect = higher value; hit rate 0.49% among 310,000; AID 2237, 2010; B-score at 10 µM;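 active means B-score above 5 SD of library B-scores, and initial fluorescence ratio not above library mean plus 5 SD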;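 further: positive B-score marks a calcium rise read as TRPC4 activation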
Target sequence (Q9QUQ5 whole entry, looked up): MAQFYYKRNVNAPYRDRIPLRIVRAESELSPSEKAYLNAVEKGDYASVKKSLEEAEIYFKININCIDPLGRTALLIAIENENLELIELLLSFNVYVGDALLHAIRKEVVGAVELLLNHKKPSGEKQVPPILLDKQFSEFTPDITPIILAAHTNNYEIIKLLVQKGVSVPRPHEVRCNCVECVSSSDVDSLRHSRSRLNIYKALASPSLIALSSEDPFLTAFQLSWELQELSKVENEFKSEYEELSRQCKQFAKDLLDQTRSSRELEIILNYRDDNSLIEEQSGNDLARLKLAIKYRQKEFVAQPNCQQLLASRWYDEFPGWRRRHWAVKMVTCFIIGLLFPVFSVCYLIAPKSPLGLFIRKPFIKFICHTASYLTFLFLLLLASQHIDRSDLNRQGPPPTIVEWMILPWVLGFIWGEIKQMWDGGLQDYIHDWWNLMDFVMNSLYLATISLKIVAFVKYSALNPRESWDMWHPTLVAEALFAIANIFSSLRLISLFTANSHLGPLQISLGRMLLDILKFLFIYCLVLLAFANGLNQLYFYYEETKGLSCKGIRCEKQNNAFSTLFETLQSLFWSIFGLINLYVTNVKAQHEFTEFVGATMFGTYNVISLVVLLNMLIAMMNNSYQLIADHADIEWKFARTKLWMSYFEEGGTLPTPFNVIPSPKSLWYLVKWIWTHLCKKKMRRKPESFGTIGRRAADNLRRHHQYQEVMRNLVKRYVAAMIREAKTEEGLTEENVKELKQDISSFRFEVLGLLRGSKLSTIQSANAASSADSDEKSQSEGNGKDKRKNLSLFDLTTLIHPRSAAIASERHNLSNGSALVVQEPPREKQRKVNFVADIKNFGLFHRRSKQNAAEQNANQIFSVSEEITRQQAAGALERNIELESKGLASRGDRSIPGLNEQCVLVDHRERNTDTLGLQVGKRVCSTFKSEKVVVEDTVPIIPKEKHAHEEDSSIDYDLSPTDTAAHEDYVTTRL
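System – HEK293 cells stably co-expressing mouse TRPC4beta and mu-opioid receptor · Signal – Fluo4 calcium-sensitive dye fluorescence, kinetic, 1 Hz baseline · Benchmarks – buffer (low) and maximal DAMGO (high) · Read-out – B score of integrated fluorescence ratio per well · Incubation – dye loading 45 min room temperature, 110 s kinetic read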
KCNQ1 act: potentiators or activators of KCNQ1 channel, primary screen, cell-based, thallium flux, high-throughput | hit rate 0.35% among 310,000 | CHO-K1 KCNQ1, thallium flux FluxOR fluorescence; stronger effect = higher value | B-score at 10 µM;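 active means fluorescence ratio B-score, a plate-corrected score, at least three library SD, with initial intensity B-score within 5 SD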
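Material: CHO-K1 cells stably expressing KCNQ1. Medium: assay buffer for compound exposure, DMSO matched across wells. Reagent: K+/Tl+ depolarizing stimulus. Compound dosing: single-concentration screen. Times: 37 °C overnight plating, 90-min dark dye load, 20-min compound pretreatment. Technique: FluxOR Tl+ flux fluorescence.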
TRPC4 PAM: positive allosteric modulators of TRPC4, primary screen, cell-based, mouse TRPC4beta, HEK293 mu-opioid, Fluo-4 calcium. Short transient receptor potential channel 4 (Mus musculus), Q9QUQ5. DAMGO EC20, Fluo-4 Ca2+ flux; stronger effect = higher value. B-score at 10 µM. hit rate 0.42% among 310,000. AID 2227, 2009;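 active means B-score of calcium response area above 5 SD of library B-scores, with initial fluorescence ratio within 5 SD of library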;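 further: B-score of integrated fluorescence ratio over time as area under calcium response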
PolyA inh: polyadenylation inhibitors in yeast reporter cells, primary screen, luminescence, S. cerevisiae | hit rate 0.02% among 300,000 | S. cerevisiae SKY197-pL101 polyadenylation reporter, beta-gal luminescence; efflux-impaired pdr1/pdr3 knockout yeast; score 100 = 6 SD above DMSO | AID 1875, 2009 | calls only at 12 µM;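 active means lowest replicate activity score at least 50, where 100 means six control SD above control mean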;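 further: yeast exposed to compound for 9 h at 30 °C; higher score means more reporter readthrough which indicates perturbed polyadenylation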
Platelet DG rel: inhibitors of platelet dense granule secretion, primary screen, cell-based, MLPCN, human platelets; human platelet-rich plasma, SFLLRN dense granule ATP release, luminescence; inhibition, %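 (compounds screened at 7.5 µM in platelet-rich plasma)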; hit rate 0.22% among 300,000;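 active means mean replicate score, as percent of positive control, at or above 50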
hERG rescue: hERG rescue from dofetilide block, primary screen, cell-based, CHO-hERG, FluxOR thallium flux, dofetilide IC70; dofetilide IC70 present; activation (rescue from dofetilide block), less the hit threshold, % at 10 µM; hit rate 0.51% among 310,000;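 active means activation above the mean of controls blocked by dofetilide plus 5 SD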;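 further: thallium influx through hERG after potassium depolarization seen as dye fluorescence rise; in these data hits start at about 4.7%; inactives centre near -7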
TRPC4 inh: inhibitors of mouse TRPC4 channel, primary screen, Fluo4 calcium, HEK293 TRPC4beta/mu-opioid cells | Short transient receptor potential channel 4 (Mus musculus), Q9QUQ5 | DAMGO-evoked Fluo4 calcium flux; stronger effect = lower value | B-score at 10 µM | hit rate 0.39% among 300,000 | AID 2247, 2010;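 active means B-score over 3 SD under the library average, no early fluorescence shift, positive overall ratio signal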
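Assay system: TRPC4beta/mu-opioid receptor HEK293 cell line; compound dosing: single concentration per test compound; detection: Fluo4 Ca2+ flux fluorescence; evaluation: per-well B score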
KCNK9 inh: KCNK9 potassium channel inhibitors, primary screen, HEK293 cells, thallium flux; FluxOR thallium flux fluorescence; stronger effect = lower value; B-score at 10 µM; hit rate 1.2% among 310,000; AID 488922, 2010;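 active means ratio B-score over 3 SD below the library mean, with starting fluorescence within 5 SD of its mean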;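 further: negative B-score means less thallium flux so channel inhibition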
KCNQ1 block: inhibitors of human KCNQ1 channel, primary screen, cell-based, thallium flux, high-throughput. Potassium voltage-gated channel subfamily KQT member 1 (Homo sapiens), P51787. CHO-K1 KCNQ1, FluxOR thallium flux fluorescence; stronger effect = higher value. B-score at 10 µM. hit rate 1.3% among 310,000. AID 2642, 2010;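 active means compounds whose thallium flux B-score, printed positive for inhibition, exceeds three library SD while starting fluorescence stays within three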;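 further: channel opened by potassium depolarization with thallium stimulus after 20 min compound exposure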
* = called active by the depositor; i = inactive; x = not tested or not shown.

Compound,TRPC4 act,Platelet DG rel,KCNQ1 block,TRPC4 inh,DYRK1A inh,KCNK3 inh,hERG rescue,PolyA inh,KCNQ1 act,KCNK9 inh,TRPC4 PAM
CC1(C)CC(=O)C2=C(C1)Nc1ncnn1C2c1cccs1 (stereo unspecified),i,-1.9,i,i,x,i,-12.5,i,i,i,i
O=C(CCN1C(=O)/C(=C/c2ccc3c(c2)OCO3)SC1=S)NNC(=O)c1cccnc1,i,4.5,i,i,0.9,i,-4.1,i,i,i,i
C/C(=C\C(=O)c1ccc(Br)cc1)Nc1cccc(Cl)c1,i,x,i,i,1.4,i,-8.9,i,i,i,i
Cc1cc(C)nc(N2N=C(c3ccccc3)CC2=O)n1,i,2.2,i,i,6.0,i,-8.7,i,i,i,i
O=C(CCN1C(=O)c2ccccc2C1=O)OCN1C(=O)c2ccccc2C1=O,i,-7.1,i,i,7.3,i,-6.9,i,i,i,i
CCCCn1c(N)c(N(CCOC)C(=O)c2ccc(NC3CC3)c([N+](=O)[O-])c2)c(=O)[nH]c1=O,i,-2.8,i,i,5.7,i,-5.3,i,i,i,i
COc1ccc(C(=O)Nc2nnc(S(=O)(=O)Cc3ccccc3)s2)cc1,i,11.9,i,i,-1.5,i,-4.5,i,i,i,i
C=CCSc1nnc(C)n1-c1ccc(Cl)cc1,i,-1.2,i,i,1.9,i,-6.7,i,i,i,i
CCN(CCCNC(=O)COc1cc(=O)n(CC)c2ccccc12)Cc1ccccc1,i,-0.8,i,i,0.2,i,-13.3,i,i,i,i
Cc1ccccc1NC(=S)N(Cc1cccs1)C1CCCC1,i,2.9,i,i,4.6,i,-11.5,i,i,i,i
CCOc1ccccc1NC(=O)C1CCC(CNc2c(N3CCOCC3)c(=O)c2=O)CC1 (stereo unspecified),i,-19.8,i,i,-2.4,i,-10.7,i,i,i,i
O=C(Nc1ccc2c(c1)CCC2)Nc1ccc(F)cc1F,i,-4.8,i,i,-1.4,i,-8.1,i,i,i,i
COc1ccc(C(=O)OCC(=O)NCCCc2ccccc2)cc1OC,i,-2.3,i,i,-0.6,i,-2.8,i,i,i,i
Cc1noc(NC(=O)c2ccc(F)cc2)c1C#N,i,4.5,i,i,-0.4,i,-7.0,i,i,i,i
CCOc1ccc(S(=O)(=O)N2CCCCC2)cc1NC(=O)C1=COCCO1,i,-0.1,i,i,8.9,i,-8.9,i,i,i,i
Cc1ccc(CNC(=O)C(=O)NCCC2CCCCN2S(=O)(=O)c2ccccc2)cc1 (stereo unspecified),i,0.0,i,i,-5.7,i,-7.3,i,i,i,i
Cn1cc(CN2CCC(n3nccc3NC(=O)C3CCCC3)CC2)cn1,i,-5.6,i,i,-10.3,i,-6.5,i,i,i,i
CCOc1ccc(N(CC(=O)Nc2nccs2)S(=O)(=O)c2c(C)noc2C)cc1,i,-16.5,i,i,3.6,i,-0.2,i,i,i,i
O=C(NCCCN1CCOCC1)c1cc(-c2ccc(F)cc2)no1,i,6.2,i,i,x,i,-5.1,i,i,i,i
CCOc1cc(NC(=O)c2cccs2)c(OCC)cc1NC(=O)CCC(=O)NCC1CCCO1 (stereo unspecified),i,3.3,i,i,-1.3,i,-10.1,i,i,i,i
O=C(Nc1ccc(F)cc1F)N1CCN(c2ncccn2)CC1,i,-0.9,i,i,1.3,i,-10.0,i,i,i,i
COc1ccc(C(=O)Nc2ccccc2C(=O)N/N=C/c2ccccn2)cc1OC,i,55.8*,i,i,x,i,-6.5,i,i,i,i
CCOC(=O)c1ccccc1NC(=O)CSc1ccc(-c2ccccn2)nn1,i,-11.0,i,i,-6.5,i,-4.5,i,i,i,i
COc1cccc(CN2C(=O)CCC2(C)C(=O)NC2CCCCC2)c1 (stereo unspecified),i,-5.6,i,i,4.6,i,-2.1,i,i,i,i
CCn1c(=O)c2sccc2n2c(CCCC(=O)NCCc3ccc(S(N)(=O)=O)cc3)nnc12,i,-17.8,i,i,-2.0,i,-8.9,i,i,i,i
Nc1ccccc1Nc1cc(-c2ccccc2)nn1-c1ccccc1,i,0.7,i,i,-4.0,i,-4.3,i,i,i,i
COc1ccc(/C=N/N=C2/NC(=O)C(CC(=O)O)S2)cc1OCc1ccccc1Cl (stereo unspecified),i,0.2,i,i,9.4,i,-2.2,i,i,i,i
O=S(=O)(c1ccccc1)[C@@]1(c2ccccc2)C[C@@H]2ON=C(c3cccc(-c4ccccc4)c3)[C@@H]2C1,i,0.9,i,i,1.8,i,-10.5,i,i,i,i
CCC(=O)NC(=S)Nc1cccc(NC(=O)c2ccco2)c1,i,-0.4,i,i,8.0,i,-5.3,i,i,i,i
Cc1cc(C)c(C)c(OCCOCCN2CCN(C)CC2)c1,i,-9.5,i,i,x,i,-7.5,i,i,i,i
O=C(NC1CCCCC1)N1CCc2[nH]c3ccccc3c2C1,i,-6.3,i,i,10.6,i,-8.1,i,i,i,i
Cc1ccccc1CNC(=O)C1CCC(=O)N(C2CC2)C1 (stereo unspecified),i,2.7,i,i,1.6,i,-6.2,i,i,i,i
O=C(Oc1ccc(OC(=O)C2CCC2)cc1)C1CCC1,i,-8.5,i,i,-2.5,i,-2.2,i,i,i,i
O=C1c2cccc3cc([N+](=O)[O-])cc(c23)C(=O)N1/N=C/c1ccc(O)cc1O,i,-2.7,i,i,-2.6,i,-10.6,i,i,i,i
Cc1ccc(C)c(NC(=O)CS(=O)(=O)c2c[nH]c3ccccc23)c1,i,-2.8,i,i,-3.1,i,-8.5,i,i,i,i
S=C(c1cn(Cc2ccc(Br)cc2)c2ccccc12)N1CCOCC1,i,1.3,i,i,-0.7,i,-15.9,i,i,-10.3*,i
CC(=O)/C(=N\Nc1ccc(Cl)cc1Cl)Sc1nnc(-c2ccccc2)n1-c1ccccc1,i,23.8,i,i,-2.5,i,-4.2,i,i,i,i
O=C(NC1CCCC1)C(c1ccncc1)N(C(=O)Cc1cccs1)c1cccc(F)c1 (stereo unspecified),i,-0.7,i,i,-7.2,i,-3.9,i,i,i,i
N#Cc1sc(NCc2ccccc2)nc1Cl,i,-1.1,i,i,-1.0,i,-5.8,i,i,i,i
NC(=O)CN1C(=O)NC2(CCOc3ccccc32)C1=O (stereo unspecified),i,-17.3,i,i,1.8,i,1.2,i,i,i,i
CC(C)CCNC(=O)COC(=O)/C=C/c1ccc2ccccc2n1,i,-7.8,i,i,-6.2,i,0.7,i,i,i,i
O=C(Nc1ccc(Br)cc1)C1CC(O)CN1C(=O)OCc1ccccc1 (stereo unspecified),i,0.0,i,i,0.2,i,-4.3,i,i,i,i
COc1ccc(CNC(=S)Nc2cccc(C)c2C)cc1,i,-1.0,i,i,2.9,i,-6.6,i,i,i,i
COc1ccc(NC(=O)CN2C(=O)COc3ccc(S(=O)(=O)N4CCOCC4)cc32)cc1,i,-3.5,i,i,-3.6,i,-7.7,i,i,i,i
COc1ccccc1C(=O)Nc1ccc(-c2nnn(CC(=O)NCc3ccco3)n2)cc1,i,0.8,i,i,-7.3,i,-4.2,i,i,i,i
Cc1ccc(NC(=O)CN2C(=O)S/C(=C\c3ccc(-c4cccc(C(=O)O)c4C)o3)C2=O)cc1,i,-9.8,i,i,x,x,14.9*,i,i,i,i
COc1ccc(NC(=O)c2ccc(CN3CCc4ccccc4C3)cc2)cc1OC,i,9.5,i,i,-1.2,i,-5.2,i,i,i,i
O/C=c1\ccc2cccc3nc(C(F)(F)F)nc1c23,i,2.6,19*,i,0.6,i,-7.9,i,i,-7.6*,i
COc1ccc(CNC(=S)Nc2ccccc2F)cc1,i,-4.0,i,i,x,i,-4.1,i,i,i,i
Nc1nonc1-n1nnc(C(=O)N/N=C/c2cccc(F)c2)c1-c1ccc2c(c1)OCO2,i,5.1,i,i,5.8,i,-0.8,i,i,i,i
O=C(N/N=C/c1ccc(O)cc1O)c1ccc(NC(=O)C2CCCCC2)cc1,i,-10.2,i,i,-5.5,i,-12.0,x,i,i,i
O=C(COC(=O)c1cccc(S(=O)(=O)N2CCN(c3ccc(F)cc3)CC2)c1)NCC1CCCO1 (stereo unspecified),i,-0.6,i,i,x,i,-3.0,i,i,i,i
Cc1cc(C)cc(NC(=O)CCNS(=O)(=O)c2ccc3c(c2)oc(=O)n3C)c1,i,4.6,i,i,6.3,i,-8.6,i,i,i,i
COC(=O)c1ccc(NS(=O)(=O)c2ccc3c(c2)oc(=O)n3C)cc1,i,1.3,i,i,10.9,i,-11.1,i,i,i,i
O=C(CSc1ccc(-c2ccc(-n3cccn3)cc2)nn1)Nc1ccccc1F,i,0.7,i,i,17.3,i,-14.0,i,i,i,i
Cc1cc(C2C(C#N)=C(N)OC3=C2C(=O)CC(C)(C)C3)c(C)s1 (stereo unspecified),i,-0.3,i,i,2.9,i,-4.3,i,i,i,i
O=C(COC(=O)c1cc(-c2cccs2)nn1-c1ccccc1)Nc1ccc(F)c([N+](=O)[O-])c1,i,3.1,i,i,-68.0,i,-14.7,i,i,i,i
COc1ccc(-n2nc(C(=O)NCC(=O)NCC3CCCO3)c3ccccc3c2=O)cc1 (stereo unspecified),i,-2.1,i,i,-4.4,i,-14.8,i,i,i,i

Some of the compounds tested; rates above refer to the full screens.
